Vif-APOBEC3F blk – blocks the Vif interaction with APOBEC3F; HeLa A3F-eYFP + Vif (tagged APOBEC3F with the HIV-1 protein that degrades it), YFP fluorescence increase; Potency, µM (doses to about 46.1 µM), inactives show at the highest dose activity, negative = active; 390,000 compounds, 0.2% hits; AID 602313; also: potency is read from the fitted curve at half-maximal effect; % of control where 0% means no effect; nearly all actives have a fitted effect of over 65% in size
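HeLa cells stably expressing Vif plus C-terminally eYFP-tagged A3F were seeded, incubated overnight at 37 deg C, dosed with compound, incubated overnight again at 37 deg C. Yellow fluorescence (Ex 488/Em 500-530) reported blocked Vif-mediated A3F-eYFP degradation.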
D1 agonist – human D1 receptor agonism; activation, % at 2 µM; P21728; HEK293 T-REx D1 cells, calcium flux, agonist mode; 360,000 compounds, 1% hits; in the data active = activation above about 30%; also: 0% is about no effect
Target sequence (P21728 whole entry, looked up): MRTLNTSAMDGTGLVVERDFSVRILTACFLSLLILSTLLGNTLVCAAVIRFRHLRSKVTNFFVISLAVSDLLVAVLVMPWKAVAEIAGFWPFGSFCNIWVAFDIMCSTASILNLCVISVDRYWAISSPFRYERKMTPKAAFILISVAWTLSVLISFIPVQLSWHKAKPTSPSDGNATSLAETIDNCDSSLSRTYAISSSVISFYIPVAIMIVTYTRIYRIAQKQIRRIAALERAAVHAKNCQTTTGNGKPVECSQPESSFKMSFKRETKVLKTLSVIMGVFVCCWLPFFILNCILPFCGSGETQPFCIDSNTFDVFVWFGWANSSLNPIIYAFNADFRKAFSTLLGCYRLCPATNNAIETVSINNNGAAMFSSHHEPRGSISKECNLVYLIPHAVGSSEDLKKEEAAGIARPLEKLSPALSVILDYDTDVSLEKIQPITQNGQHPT
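Inducible HEK293 T-REx D1 cells, force-coupled to calcium signalling, were plated at 4000 cells/well with tetracycline and held overnight at 30 C. After no-wash calcium dye loading, compound-evoked calcium rise over 180 s flagged agonists.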
Vif-A3G inh – inhibitors of Vif-APOBEC3G interaction. HeLa A3G-eYFP + Vif (tagged APOBEC3G with the HIV-1 protein that degrades it), YFP fluorescence, overnight. Potency, µM (highest dose often 46.1 µM), without a hit: at the top dose activity, negative = active, most hits filed as inhibitors. 410,000 compounds, 0.076% hits. AID 602310;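 also: potency is read from the fitted curve at half-maximal effect; % is scaled to controls: 0 for no effect and ±100 for the full control effect; nearly all actives have a fitted effect of over 60% in size; hits raise eYFP signal because A3G escapes Vif-driven loss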
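Read-out is eYFP fluorescence (Ex 488/Em 500-530) from Vif-expressing HeLa A3G-eYFP cells; more signal means A3G escaped Vif-mediated degradation. Cells plated overnight, compound pinned in, incubated overnight at 37 deg C.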
D2 potentiator – D2 dopamine receptor (human) potentiation | AID 485347 | P14416 | 340,000 compounds, 0.34% hits | potentiation, % at 10 µM | HEK293 T-REx D2, calcium flux, EC20 dopamine potentiation;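 active = potentiation over 3 SD above the plate norm, cut at about 30% in these data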; also: 0% is about no effect
Target sequence (P14416 whole entry, looked up): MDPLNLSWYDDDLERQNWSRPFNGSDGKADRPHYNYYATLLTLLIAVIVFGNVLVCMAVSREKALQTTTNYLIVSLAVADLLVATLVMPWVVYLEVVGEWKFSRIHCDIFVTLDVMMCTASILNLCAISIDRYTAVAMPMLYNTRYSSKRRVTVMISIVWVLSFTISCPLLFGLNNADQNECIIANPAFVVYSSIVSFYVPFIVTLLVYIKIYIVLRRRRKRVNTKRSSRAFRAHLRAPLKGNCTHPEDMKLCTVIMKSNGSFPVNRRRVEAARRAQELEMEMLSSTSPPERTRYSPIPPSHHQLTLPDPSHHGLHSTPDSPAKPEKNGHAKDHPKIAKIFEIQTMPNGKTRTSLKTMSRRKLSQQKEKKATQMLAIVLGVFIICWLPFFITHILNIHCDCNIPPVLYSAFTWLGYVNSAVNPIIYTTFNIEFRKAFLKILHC
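Calcium flux readout, no-wash dye, 1 read/s. Inducible HEK293 Trex D2 line, overnight 30 C. Compound alone 180 s (agonist flags), then EC20 dopamine, another 180 s to score potentiation.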
D1 potentiator – human D1 dopamine receptor positive modulation. HEK293 TREx D1 cells, calcium flux, dopamine EC20 potentiation. potentiation, % at 10 µM. 360,000 compounds, 0.036% hits. AID 504651; in the data active = potentiation above about 30%; also: 0% is about no effect
RXFP1 antagonist – antagonists of human relaxin receptor RXFP1 | HEK293-RXFP1, relaxin-stimulated cAMP HTRF, 30 min; active compounds read low | activity change, negative = inhibition, % at 57.5 µM | 350,000 compounds, 0.59% hits | AID 1259400;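 active = activity change of -60% or lower, but not beyond a set lower limit; inconclusive = change between -60% and -40%, or beyond the set limit; inactive = change above -40%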; also: % is scaled to controls: 0 for no effect and ±100 for the full control effect
RXFP1 ag – RXFP1 (human) receptor agonism | Q9HBX9 | HEK293T-RXFP1 cAMP TR-FRET, 30 min; response scale: percent of porcine relaxin response, buffer zero | Potency, µM (top dose mostly 57.5 µM), for inactives: at the top dose activation, most hits filed as activators | 370,000 compounds, 0.3% hits; also: potency is read from the fitted curve at half-maximal effect; % is scaled to controls: 0 for no effect and ±100 for the full control effect; nearly all actives have a fitted effect of over 60% in size; many of its hits are not listed in these tables
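Agonist response is measured as cAMP accumulation in an RXFP1-transfected HEK293T line under PDE4 inhibition. Values are scaled between buffer-only and 29 nM porcine relaxin, and EC50s come from standard Hill equation fits.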
D1 antag – antagonists of human D1 dopamine receptor; 360,000 compounds, 3.2% hits; P21728; HEK293 TREx D1 cells, calcium flux, dopamine EC80; active compounds read low; activity change, negative = inhibition, % at 10 µM; in the data active = activity change below about -30%; also: % is scaled to controls: 0 for no effect and ±100 for the full control effect
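Tetracycline-induced HEK293 Trex D1 cells, force-coupled to calcium, dye-loaded; compounds added and read 180 s, then EC80 dopamine added and calcium flux tracked kinetically another 180 s.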
Glioma ERSR ind – induces the endoplasmic reticulum stress response in human glioma cells; U87-MG GRP78 promoter luciferase reporter, 16 h; Potency, µM, for inactives: top-dose activation, usual class: activators; 420,000 compounds, 0.02% hits; also: potency is read from the fitted curve at half-maximal effect; series mostly up to about 76 µM; % of control where 0% means no effect; nearly all actives have a fitted effect of over 35% in size
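Stably transfected U87-MG human glioma cells carrying a GRP78-based luminescent sensor were seeded at 1000 cells/well, pin-dosed with compounds and incubated 16 h. Luciferase reagent was then added, and end-point luminescence was read after 10 min at room temperature.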
* hit, by the source's call; u = inconclusive; x = not tested or not shown. Unless noted, calls follow the shape of the dose curve; as a rule, active = well fitted curve in the direction sought with a large enough effect; inconclusive = small, poorly fitted or top-dose-only effect, or another doubt; inactive = no such curve, though single readings can be large; an effect the other way counts as inactive or inconclusive. This is a subset. The share of hits here may be higher or lower than overall.

SMILES	Vif-APOBEC3F blk	D1 agonist	Vif-A3G inh	D2 potentiator	D1 potentiator	RXFP1 antagonist	RXFP1 ag	D1 antag	Glioma ERSR ind
CCc1ccc(Nc2nnc(SCn3nnc4ccccc4c3=O)s2)cc1	x	4	-2%	-12	2	-27	-1.4%	6	0%
CC(C)Sc1n[nH]c(=O)n1-c1cccc(C(F)(F)F)c1	-13%	2	0%	0	2	-12	-2.4%	-4	1%
O=C(NCC(=O)N(c1cccnc1)C(C(=O)NC1CCCC1)c1ccco1)c1cccs1 (stereo not given)	1%	5	-1%	5	-5	2	2.2%	-4	1%
O=C(NCc1ccccc1Cl)c1ccc2c(O)c(S(=O)(=O)c3ccccc3)c(=O)[nH]c2c1	0%	2	3%	-5	-3	-12	8.1%	-17	-7%
Cc1ccc2c(c1)cc(CN(Cc1cccnc1)C(=O)NCc1ccccc1)c1nnnn12	1%	2	0%	-1	-5	16	-0.7%	9	-2%
Cc1cc(N2C(=O)[C@@H]3[C@H](C2=O)[C@@H]2C[C@H]3C(Br)C2Br)no1 (stereo not given in full)	10%	1	2%	x	1	-2	3.4%	4	-4%
CCOC(=O)CN(C(=O)c1snc(C(N)=O)c1N)C(C(=O)NC1CCCCC1)c1ccc(F)cc1 (stereo not given)	-2%	0	5%	15	0	5	3.7%	5	-4%
O=C(OCC(=O)N1CCCC1)c1ccccc1O	0%	7	0%	-1	x	-7	-1.1%	-14	-2%
O=C(/C=C/c1cccs1)N1CCCC1	-11%	0	1%	2	-2	-5	4.0%	0	-4%
CC(CN1CCOCC1)OC(=O)c1cccc(Cl)c1 (stereo not given)	-18%	5	2%	-5	-3	0	5.3%	-9	-4%
CCN(CC)CC(O)c1cccn1-c1ccc(CNC(=O)NC(C)C)cc1 (stereo not given)	-1%	3	-1%	-13	0	-7	-1.6%	-12	-2%
Cc1cccc(/N=C/c2sc3ccccc3c2O)n1	u	52*	-7%	-7	-6	-1	0.0%	3	0%
COc1cccc(-c2nc(CS(=O)(=O)CC(=O)NCc3ccccc3OC)c(C)o2)c1	-4%	1	0%	-7	-1	3	-0.1%	2	-3%
Cc1ccc(C(C[N+](=O)[O-])c2c(C)[nH]n(-c3ccccc3)c2=O)cc1 (stereo not given)	-13%	-1	-19%	8	-4	x	-0.3%	1	17%
CCc1cc2c(=O)oc(-c3ccccc3F)nc2s1	3%	1	-6%	-2	-5	-1	3.4%	13	1%

Four successive compounds from above, quoted:
SMILES	Vif-APOBEC3F blk	D1 agonist	Vif-A3G inh	D2 potentiator	D1 potentiator	RXFP1 antagonist	RXFP1 ag	D1 antag	Glioma ERSR ind
O=C(NCC(=O)N(c1cccnc1)C(C(=O)NC1CCCC1)c1ccco1)c1cccs1 (stereo not given)	1%	5	-1%	5	-5	2	2.2%	-4	1%
O=C(NCc1ccccc1Cl)c1ccc2c(O)c(S(=O)(=O)c3ccccc3)c(=O)[nH]c2c1	0%	2	3%	-5	-3	-12	8.1%	-17	-7%
Cc1ccc2c(c1)cc(CN(Cc1cccnc1)C(=O)NCc1ccccc1)c1nnnn12	1%	2	0%	-1	-5	16	-0.7%	9	-2%
Cc1cc(N2C(=O)[C@@H]3[C@H](C2=O)[C@@H]2C[C@H]3C(Br)C2Br)no1 (stereo not given in full)	10%	1	2%	x	1	-2	3.4%	4	-4%

The list continues.
SMILES	Vif-APOBEC3F blk	D1 agonist	Vif-A3G inh	D2 potentiator	D1 potentiator	RXFP1 antagonist	RXFP1 ag	D1 antag	Glioma ERSR ind
Cc1nnc(SCc2ccccc2Cl)c2cc3occc3n12	-7%	4	-1%	3	3	-26	12%	4	1%
Cc1ccc(Cl)cc1NC(=S)NN	0%	2	u	-3	2	9	0.0%	-1	-2%
CCCc1nc(Cl)c(C#N)c2c1CCCC2	-1%	2	-1%	4	-3	-23	0.4%	2	-3%
C=CCNC(=O)/C(C#N)=C/c1c(N2CCN(c3ccc(OC)cc3)CC2)nc2c(C)cccn2c1=O	-3%	2	0%	0	-6	4	5.9%	5	-4%
Cc1ccc2c(c1)NC(=O)C(CC(=O)NCCN(CC(C)C)CC(C)C)O2 (stereo not given)	-6%	1	-5%	1	9	5	0.0%	-11	-5%
O=C(Cc1cccc2ccccc12)N1CCCc2ccccc21	0%	2	1%	0	-4	-14	-0.6%	-5	-2%
CC(C)c1ccc(C(=O)N/N=C/c2cccc(Cl)c2Cl)cc1	-1%	-1	3%	4	7	-27	0.9%	0	3%
COc1ccc(CNC(=O)CSCc2ccc(C)cc2)c(OC)c1	-1%	-2	-1%	9	0	-2	3.0%	9	1%
O=C(COC(=O)c1ccc(O)cc1O)c1ccc(Cl)cc1	0%	8	-2%	0	-3	-1	-0.6%	-15	2%
Cc1ccc(NC(=O)CCCc2ccccc2)nc1	12%	1	2%	-5	2	-2	1.0%	-4	-2%
CCCCCCNC(=O)CC(c1ccccc1)c1cc(Br)ccc1O (stereo not given)	10%	7	-10%	17	-2	-39	-1.9%	14	-11%
O=C(Nc1ccc(F)c(F)c1)c1ccc(=O)n(Cc2ccc(F)cc2)c1	-7%	15	-2%	-2	-4	x	-1.1%	-21	-5%
COc1cc2c(cc1NC(=O)C(C)Sc1ccc(NC(C)=O)cc1)oc1ccccc12 (stereo not given)	-5%	8	-15%	6	-3	-14	0.0%	-9	1%
CCOC(=O)c1cccc(NC(=O)CCc2nnc3ccc(N4CCN(C)CC4)nn23)c1	3%	3	-3%	3	-1	21	12%	42	-5%
CCOC(=O)c1cc2c(N)c(C(=O)c3cc(C#N)c(SC)nc3C)sc2nc1C	-5%	1	0%	12	-6	-3	1.3%	-15	-4%
Cc1ccc(-n2ncc(C(=O)Nc3ccc(Cl)cc3)c2C2CCNCC2)cc1C	1%	2	2%	13	3	-6	0.5%	-44*	-5%
N#Cc1cnn(-c2ccccc2)c1NC(=O)CN1CCOCC1	8%	2	-1%	x	5	-11	0.9%	-1	-2%
Cc1cccc(CCNC(=O)CC2C(=O)NCCN2CC2CCCCC2)n1 (stereo not given)	0%	1	-5%	11	-4	0	-0.6%	10	-1%
COc1ccc([N+](=O)[O-])cc1NC(=O)Cc1noc2ccccc12	4%	1	0%	-18	-9	-2	2.3%	-9	-5%
O=C(O)c1nn(-c2ccccc2)nc1-c1nn(-c2ccccc2)nc1C(=O)O	4%	8	2%	-4	-2	3	-0.8%	5	-2%
CCCCCOc1ccc(Cl)cc1CN1CCOCC1	-7%	2	-10%	-5	-3	x	-0.1%	3	5%
Cn1ncc(C#N)c1/N=C/N(Cc1ccccc1)Cc1ccccc1	-2%	12	0%	4	-8	1	1.7%	-15	-8%
Cc1cccc(NC(=S)NNC(=O)COc2ccc(Cl)cc2Cl)c1	-7%	2	-3%	6	-8	-16	-0.3%	-17	0%
O=C(CSc1nnc(Cc2cccs2)n1C1CCCCC1)N1CCN(C(=O)c2ccco2)CC1	-1%	-1	1%	9	10	9	2.2%	15	7%
Cc1cc(/C=N/NC(=O)C(O)(c2ccccc2)c2ccccc2)c(C)n1-c1ccccc1	-2%	6	-6%	-7	-7	3	2.0%	0	6%
COc1ccccc1CN1CC(C(=O)N(C)Cc2ccncc2C)CCC1=O (stereo not given)	-2%	1	4%	6	0	0	2.1%	-15	-3%
Cc1ccnc2nc(C(=O)OCC(=O)N3CCc4ccccc43)nn12	3%	2	8%	-8	0	1	5.3%	-2	-1%
CC(C)OC(=O)COc1cc(O)c2c(=O)cc(-c3ccccc3)oc2c1	-1%	6	-7%	-25	10	-1	1.5%	-4	2%
O=C(Cn1nc(CNc2ccc(Cl)cc2)[n+]2c1CCCCC2)c1ccc(Cl)cc1	0%	26	-11%	-18	-5	11	1.8%	-4	0%
COc1ccc(C(=O)COC(=O)c2ccc(OC)c(OC)c2)cc1OC	-13%	12	3%	2	-14	-1	0.3%	-21	-2%
CCN1CCCC1CNC(=S)Nc1ccc(C(C)=O)cc1 (stereo not given)	-5%	4	0%	-13	9	1	-0.3%	4	-3%
CC1(C)CC(=O)C=C(c2ccc(COC(=O)c3cccc(C(F)(F)F)c3)cc2)C1=O	-4%	x	-1%	x	x	-4	x	x	1%
O=C(O)/C=C/C(=O)Nc1ccccc1C(=O)Nc1ccccc1	4%	-1	2%	0	2	-5	0.0%	-11	-5%
CCOC(=O)c1c(NC(=O)c2ccc(OC)c(OC)c2)sc2c1CCCCC2	-14%	0	5%	4	0	-3	1.0%	-1	1%
O=C(CN1CCN(S(=O)(=O)c2ccc(F)cc2)CC1)Nc1ccnn1C1CCCC1	4%	5	0%	6	-9	-14	0.4%	-20	-4%
Cn1c(=O)n(C)c2cc(N3CCOCC3)c(NC(=O)c3ccc(F)cc3)cc21	-5%	2	-1%	5	2	-7	2.7%	3	-3%
O=C(O)CCC(=O)N1CCN(c2nc(-c3ccccc3)c3ccccc3n2)CC1	-3%	1	-1%	1	-5	-8	2.5%	-4	1%
Cc1ccc(-c2nc3c4ccccc4ccn3c2Cc2ccccc2)cc1	u	x	-7%	x	x	3	x	x	4%
CC(Oc1ccccc1Cl)C(=O)Nc1ccc(S(=O)(=O)N2CCOCC2)cc1 (stereo not given)	-6%	x	5%	x	x	-13	x	x	-5%
CCOC(=O)C1CCN(C(=O)Cn2cnc3sc(C)c(S(=O)(=O)N4CCCCC4)c3c2=O)CC1	15%	3	-5%	x	-8	-9	5.1%	-5	1%
CCOC(=O)/C(C#N)=C\c1ccc(O)c(OC)c1	-6%	2	6%	8	-3	u	-1.2%	-26	3%
O=C(NCc1ccc2c(c1)OCO2)C1CCCN(S(=O)(=O)c2cccc3cccnc23)C1 (stereo not given)	0%	-1	-3%	-2	-7	-11	2.0%	-22	3%
N#Cc1ccc(C23CC4(C2)[C@H](CN(Cc2ccc(C(F)(F)F)cc2)[C@@H]4c2ccccc2)C3c2ccc(C(F)(F)F)cc2)cc1 (stereo not given in full)	-4%	1	4%	5	6	x	0.0%	-4	-2%
CC(=O)N1CCCc2cc(S(=O)(=O)N3CCN(c4ccccn4)CC3)ccc21	-9%	6	3%	5	-4	-12	1.1%	-20	-5%
O=C(Nc1ccccc1F)c1ccc2c(Cl)c3c(nc2c1)CCC3	-1%	0	-2%	10	1	x	-2.4%	-6	-10%
CC(C)c1ccc(NC(=O)CNCC(c2ccccc2)N(C)C)cc1 (stereo not given)	-7%	11	0%	-4	4	-4	2.1%	3	-3%

Bioassay records as filed in PubChem BioAssay.
